FLuc counter = firefly luciferase modulation, counter-screen for miR-21 project; P08659; purified FLuc, Km substrates, luminescence inhibition; Potency, µM (series often up to 57.5 µM), inactives show at the top dose activity change, negative = inhibition, most hits filed as inhibitors; 360,000 compounds, 6.9% hits;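 also: potency is read from the fitted curve at half-maximal effect; plate controls were vehicle for no effect and reference inhibitor for full effect; nearly all actives have a fitted effect of over 55% in size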
Target sequence (P08659 whole entry, looked up): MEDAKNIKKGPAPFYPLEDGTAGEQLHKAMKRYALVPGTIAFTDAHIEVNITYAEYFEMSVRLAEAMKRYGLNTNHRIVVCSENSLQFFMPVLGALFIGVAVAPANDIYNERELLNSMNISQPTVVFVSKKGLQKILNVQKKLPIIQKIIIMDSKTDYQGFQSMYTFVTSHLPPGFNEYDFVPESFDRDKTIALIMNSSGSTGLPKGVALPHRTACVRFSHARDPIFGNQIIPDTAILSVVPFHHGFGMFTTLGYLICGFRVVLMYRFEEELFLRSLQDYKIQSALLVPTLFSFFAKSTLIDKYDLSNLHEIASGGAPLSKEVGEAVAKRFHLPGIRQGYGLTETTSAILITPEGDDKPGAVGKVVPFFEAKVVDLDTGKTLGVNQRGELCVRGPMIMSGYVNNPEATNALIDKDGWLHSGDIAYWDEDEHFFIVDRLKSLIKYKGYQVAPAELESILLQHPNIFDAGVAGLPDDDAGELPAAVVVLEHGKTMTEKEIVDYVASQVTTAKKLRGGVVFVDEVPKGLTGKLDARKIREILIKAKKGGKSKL
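Purified P. pyralis luciferase (10nM final) with 10uM D-luciferin and 10uM ATP (Km levels) in 50mM Tris acetate pH 7.5, 10mM Mg acetate, 0.01% Tween-20, 0.05% BSA; qHTS 6-point titration, ~60 µM downward; luminescence read.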
PKM2 activator = activators of human pyruvate kinase M2; P14618; purified PKM2, Kinase-Glo ATP luminescence, activation; response scale: 0% is enzyme alone, no compound; Potency, µM (titrated, usually from 57.5 µM), for the others: top-dose activation, hits mostly activators; 260,000 compounds, 0.34% hits; AID 1631; also: potency is read from the fitted curve at half-maximal effect; % is scaled to controls: 0 for no effect and ±100 for the full control effect; nearly all actives have a fitted effect of over 55% in size
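Purified hPK-M2 (>95% pure) converted ADP (0.1 mM final) to ATP with 0.5 mM PEP in 50 mM imidazole pH7.2, KCl, MgCl2, Tween 20, BSA; 1 h at room temperature. ATP detected by Kinase-Glo luminescence.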
p53 reactivator = re-activators of mutant p53; H1299 p53-A138V BP100-luciferase reporter, luminescence, 24 h; Potency, µM (titrated, usually from 92.2 µM), without a hit: top-dose activity change, positive = activation, most hits filed as activators; 320,000 compounds, 0.063% hits; AID 504706; also: potency is read from the fitted curve at half-maximal effect; % of control where 0% means no effect; nearly all actives have a fitted effect of over 45% in size
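H1299 (p53-null), stable ts p53-A138V + BP100-Luc; 1000 cells/well, Opti-MEM/10% FBS; cpd 4 pt, 1:5; 24 h, 37 deg C, 5% CO2; detection reagent 10 min RT; luminescence.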
Menin-MLL TR inh = displaces Texas Red mutant MLL peptide from human menin | O00255 | Menin + Texas Red MLL mutant peptide, fluorescence polarization | Potency, µM (highest dose often 61.6 µM), inactives show at the highest dose FP activity change, negative = inhibition, most hits filed as inhibitors | 270,000 compounds, 0.23% hits | AID 1768; active = well fitted inhibition curve with a large enough effect in the polarisation, with a control signal flat, not every such curve was filed as active; inconclusive = small, poorly fitted or top-dose-only effect, or effect the other way, or a change in a side signal; inactive = no such curve, though single readings can be large or run the other way; the % refers to the polarisation; also: potency is read from the fitted curve at half-maximal effect; % of control where 0% means no effect; many of its hits are not listed in these tables
RORg inh = blocks mouse ROR gamma transcriptional activity | Drosophila S2 Gal4-RORgamma UAS-luciferase reporter, 20 h | 310,000 compounds, 5.4% hits | AID 2551 | P51450 | Potency, µM (titrated, usually from 53.6 µM), without a hit: at the highest dose activity change, negative = inhibition, hits mostly inhibitors; also: potency is read from the fitted curve at half-maximal effect; % is scaled to controls: 0 for no effect and ±100 for the full control effect; nearly all actives have a fitted effect of over 60% in size
Target sequence (P51450 whole entry, looked up, the tested form may be a part): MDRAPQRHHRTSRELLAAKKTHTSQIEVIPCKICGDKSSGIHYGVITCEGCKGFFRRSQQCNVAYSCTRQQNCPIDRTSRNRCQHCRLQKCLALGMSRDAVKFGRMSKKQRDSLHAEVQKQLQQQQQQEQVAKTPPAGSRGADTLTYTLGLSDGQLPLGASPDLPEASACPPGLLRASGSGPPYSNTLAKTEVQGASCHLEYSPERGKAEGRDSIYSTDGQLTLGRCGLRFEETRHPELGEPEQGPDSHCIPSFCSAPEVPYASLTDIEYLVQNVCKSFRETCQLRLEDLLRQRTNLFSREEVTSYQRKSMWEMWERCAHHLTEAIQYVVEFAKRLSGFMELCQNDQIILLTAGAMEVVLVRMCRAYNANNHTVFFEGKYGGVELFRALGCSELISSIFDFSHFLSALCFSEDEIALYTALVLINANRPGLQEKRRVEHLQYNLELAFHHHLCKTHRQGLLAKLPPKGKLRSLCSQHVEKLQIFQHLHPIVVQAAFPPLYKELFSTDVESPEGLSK
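Drosophila Schneider cells stably carrying a metallothionein-driven Gal4 DBD–ROR gamma fusion and a UAS-Photinus luciferase reporter were exposed to compound for 1 hr, then induced with copper sulfate (700 uM final) for 20 hr at ambient temperature before luminescence reading.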
Giardia kill = Giardia lamblia killing. activity change, % at 7.66 µM, hits read low. AID 540267. Giardia lamblia trophozoite viability. 340,000 compounds, 0.15% hits; in the data active = activity change below about -80%; inconclusive = between about -30% and that limit;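 also: parasites exposed to compound for two days anaerobically before the ATP read; % is scaled to controls: 0 for no effect and ±100 for the full control effect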
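Media and compound were dispensed first, then trophozoites at 100 cells/well; plates sat 48 hrs at 37 deg C without oxygen before ATP luminescence reagent was added and read after 15-30 min at room temperature.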
VP16 counter = inhibits Gal4-VP16 luciferase reporter, ROR gamma counter-screen. Drosophila S2 Gal4-VP16 UAS-luciferase, luminescence, 20 h. Potency, µM (series often up to 53.6 µM), for inactives: top-dose activity, negative = inhibition, most hits filed as inhibitors. 310,000 compounds, 3.5% hits. AID 2546;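 also: Gal4-VP16 expression switched on by copper sulfate through the metallothionein promoter; potency is read from the fitted curve at half-maximal effect; % is scaled to controls: 0 for no effect and ±100 for the full control effect; nearly all actives have a fitted effect of over 50% in size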
BRCA1 expr act = BRCA1 expression activation. MCF7-BRCA1-FFLuc reporter, luminescence, 48 h; response scale: scaled: vehicle 0%, 10 µM genistein 100%. Potency, µM (titrated, usually from 46.1 µM), for inactives: top-dose activation, hits mostly activators. 380,000 compounds, 1.1% hits. AID 624202; also: potency is read from the fitted curve at half-maximal effect; nearly all actives have a fitted effect of over 80% in size; some results filed as inactive show a strong effect at the top dose
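MCF7 cells carrying a BRCA1-firefly luciferase reporter (2000 cells/well, phenol-red free MEM) were attached for 2 h at 37 °C, then given compounds for 48 h. Luminescence was read 15 min after luciferase reagent; activity normalized to genistein (10 microM) and DMSO.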
NPC1 promoter act = activators of NPC1 promoter. Potency, µM (series often up to 9.22 µM), for inactives: at the highest dose activation, usual class: activators. AID 485313. Huh7 NPC1 promoter luciferase reporter, 24 h. 320,000 compounds, 2.4% hits;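 also: potency is read from the fitted curve at half-maximal effect; % of control where 0% means no effect; nearly all actives have a fitted effect of over 60% in size; reporter is driven by a mutant NPC1 promoter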
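Compounds in DMSO were transferred onto Huh7 NPC1-luciferase reporter cells pre-incubated 2 h; after 24 h at 37 °C, Amplite reagent was dispensed and luminescence recorded 10 min later.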
ELG1 genotox = genotoxicity induction in ELG1-luciferase HEK293T cells | HEK293T ELG1-luciferase reporter, luminescence, 16 h | Potency, µM (titrated, usually from 46 µM), for inactives: at the highest dose activity change, positive = activation, actives largely listed as activators | 330,000 compounds, 1.3% hits | AID 504466; also: potency is read from the fitted curve at half-maximal effect; % of control where 0% means no effect; nearly all actives have a fitted effect of over 60% in size
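HEK293T cells expressing luciferase-tagged ELG1 were exposed to compound or DMSO vehicle for 16 hr at 37 °C and 5% CO2. Luciferase activity was then measured with ONE-Glo after 30 min at room temperature.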
Rab9 prom act = activators of Rab9 promoter. Huh7 Rab9 promoter-luciferase reporter, luminescence, 24 h. Potency, µM (highest dose often 9.22 µM), for the others: at the top dose activation, negative = inhibition, usual class: activators. AID 485297. 320,000 compounds, 2.8% hits; also: potency is read from the fitted curve at half-maximal effect; % of control where 0% means no effect; nearly all actives have a fitted effect of over 60% in size
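Luciferase signal after 10 min detection reagent at ambient indicates Rab9 promoter upregulation; stably transfected Huh7 cells were treated 24 h with compound in DMSO at 37 °C, 5% CO2.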
* = called active by the depositor; ? = inconclusive; · = not tested or not shown; [ ] = dose if it differs, or a comment. Unless noted, calls follow the shape of the dose curve; as a rule, active = well fitted curve in the direction sought with a large enough effect; inconclusive = small, poorly fitted or top-dose-only effect, or another doubt; inactive = no such curve, though single readings can be large; an effect the other way counts as inactive or inconclusive. Not all compounds are listed, so the mix of outcomes need not match the whole.

SMILES	FLuc counter	PKM2 activator	p53 reactivator	Menin-MLL TR inh	RORg inh	Giardia kill	VP16 counter	BRCA1 expr act	NPC1 promoter act	ELG1 genotox	Rab9 prom act
Cc1ccc(CNC(=O)CSc2nc(C)cs2)cc1	-2%	-2%	0%	-15%	12%	13	1%	-2%	0%	7%	0%
COc1ccc(C(=O)NNC(=O)c2snnc2C)cc1	?	-3%	4%	·	?	-6	-29%	20%	1%	3%	-1%
COc1ccc(N2CCN(C(=O)COC(=O)c3oc4ccccc4c3C)CC2)cc1	2%	·	3%	·	·	1	·	-14%	-3%	-6%	10%
CC(C)N1CCN(c2ccc(S(=O)(=O)N3CCOCC3)cn2)CC1	1%	·	-1%	·	-1%	-10	-2%	14%	3%	0%	0%
Cc1onc(-c2ccc(Cl)cc2Cl)c1-c1csc(N/N=C/c2ccccc2Cl)n1	0%	1%	-4%	·	-30%	7	-7%	-53%	-7%	-7%	0%
O=C(Nc1nnc(-c2cccs2)o1)C1CC1	-17%	1%	3%	8%	7.1µM*	7	7.1µM*	34%	10%	5%	9%
O=C(Nc1nnc(SCc2ccc(F)cc2)s1)C1CC(=O)N(c2ccc3c(c2)OCCO3)C1 (centres undefined)	-9%	-1%	2%	25%	18%	7	3%	2%	-5%	0%	-1%
Cc1ccc(N2C(=O)CC(Sc3ncn[nH]3)C2=O)cc1C (centres undefined)	0%	20%	9%	7%	?	-3	?	-3%	0%	3%	-7%
COc1ccc(COC(=O)C2=C(C)NC(=O)NC2c2ccccc2F)cc1 (centres undefined)	0%	-15%	-2%	-9%	-15%[1.91 µM]	16	2%	-33%	3%	-9%	3%
CCOC(=O)C1CCN(c2cc(=O)n(Cc3ccc(F)cc3)c(=O)[nH]2)CC1	0%	1%	-9%	-3%	-24%	-1	?	8%	-1%	-2%	-1%
NC1=NC(=O)/C(=C/c2cccc(F)c2)S1	-1%	·	7%	?	-10%	5	-3%	11%	-8%	0%	3%
COc1ccc(NC(=O)COC(=O)CO/N=C(\C)c2ccc3c(c2)OCO3)cc1S(N)(=O)=O	-19%	·	-9%	·	·	-14	·	19%	-3%	3%	4%
O=C(CCl)Nc1cccc(Oc2ccccc2)c1	17µM*	-4%	-10%	2%	10µM*	0	?	-58%	-27%	-1%	-3%
COc1cccc(C2CC(c3cccs3)=NN2S(C)(=O)=O)c1 (centres undefined)	0%	-12%	5%	-1%	9%	1	4%	-10%	5%	3%	9%
O=C(NC(=S)NCCO)c1sc2ccccc2c1Cl	6µM*	?	4%	21%	11µM*	-23	-19%	11µM*	?	?	2.8µM*
COc1ccccc1OC(C)C(=O)N1CCN(Cc2ccc3c(c2)OCO3)CC1 (centres undefined)	-3%	0%	1%	14%	-2%	-2	4%	-3%	-5%	-5%	2%
CCC(Sc1ncccc1C(=O)OC(C)C)C(=O)N1CCOCC1 (centres undefined)	2%	0%	-2%	17%	-13%	-4	-1%	-16%	-2%	0%	5%
CN(C)c1ccnc2sc3c(SCc4ccc(Cl)cc4)ncnc3c12	?	1%	12%	11%	28%	-23	20%	47%	28%	8%	?
COCCNC(=O)C(c1ccc(C)cc1)N(C(=O)CCC(=O)Nc1ccccn1)C1CCCC1 (centres undefined)	0%	3%	-1%	6%	-3%	·	-1%	·	3%	2%	-2%
CNC(=S)NC1CC2CCCC(C1)N2Cc1ccccc1OC (centres undefined)	7%	-3%[11.5 µM]	·	-4%	-34%	21	-4%	-1%	-2%	-2%	0%

By substructure: those above with a halogen
SMILES	FLuc counter	PKM2 activator	p53 reactivator	Menin-MLL TR inh	RORg inh	Giardia kill	VP16 counter	BRCA1 expr act	NPC1 promoter act	ELG1 genotox	Rab9 prom act
Cc1onc(-c2ccc(Cl)cc2Cl)c1-c1csc(N/N=C/c2ccccc2Cl)n1	0%	1%	-4%	·	-30%	7	-7%	-53%	-7%	-7%	0%
O=C(Nc1nnc(SCc2ccc(F)cc2)s1)C1CC(=O)N(c2ccc3c(c2)OCCO3)C1 (centres undefined)	-9%	-1%	2%	25%	18%	7	3%	2%	-5%	0%	-1%
COc1ccc(COC(=O)C2=C(C)NC(=O)NC2c2ccccc2F)cc1 (centres undefined)	0%	-15%	-2%	-9%	-15%[1.91 µM]	16	2%	-33%	3%	-9%	3%
CCOC(=O)C1CCN(c2cc(=O)n(Cc3ccc(F)cc3)c(=O)[nH]2)CC1	0%	1%	-9%	-3%	-24%	-1	?	8%	-1%	-2%	-1%
NC1=NC(=O)/C(=C/c2cccc(F)c2)S1	-1%	·	7%	?	-10%	5	-3%	11%	-8%	0%	3%
O=C(CCl)Nc1cccc(Oc2ccccc2)c1	17µM*	-4%	-10%	2%	10µM*	0	?	-58%	-27%	-1%	-3%
O=C(NC(=S)NCCO)c1sc2ccccc2c1Cl	6µM*	?	4%	21%	11µM*	-23	-19%	11µM*	?	?	2.8µM*
CN(C)c1ccnc2sc3c(SCc4ccc(Cl)cc4)ncnc3c12	?	1%	12%	11%	28%	-23	20%	47%	28%	8%	?

Continued.
SMILES	FLuc counter	PKM2 activator	p53 reactivator	Menin-MLL TR inh	RORg inh	Giardia kill	VP16 counter	BRCA1 expr act	NPC1 promoter act	ELG1 genotox	Rab9 prom act
O=C(CSc1nccn1-c1ccccc1)NO	0%	5%	3%	1%	-18%	38[activator]	26%	5%	0%	1%	2%
CC(C)[C@H](NC(=O)OCc1ccccc1)C(=O)OCC(=O)NCCc1ccccc1	2%	1%	27%	·	1%	-3	5%	13%	-2%	5%	-10%
CC(C)c1ccc(CN2C(=O)NC3(CCCCCC3)C2=O)cc1	-1%	1%	1%	-15%	26%	3	1%	-9%	0%	-6%	-6%
Cc1cccc(NC(=O)CCN2C(=O)C3C4C=CC(C4)C3C2=O)c1 (centres undefined)	-3%	2%	2%	-1%	18%	-12	5%	1%	-5%	3%	-10%
CCN(CC(=O)Nc1cccc(OC)c1)CC(=O)Nc1cccc2ccccc12	·	·	-7%	·	·	10	·	2%	-1%	-6%	1%
CCN(CC)S(=O)(=O)c1cccc(C(=O)N/N=C/c2ccc([N+](=O)[O-])o2)c1	0%	0%	-7%	-15%	10µM*	-20	?	-83%[inhibitor]	-12%	-14%	-4%
Cc1cc(-c2nnc(-c3cccc(Cl)c3)o2)no1	5.4µM*	1%	16%	·	4%	1	0%	8%	3.5µM*	?	2.5µM*
C=CCNC(=O)CSc1nnc(-c2ccccn2)n1Cc1ccccc1	4%	-1%	-2%	-9%	8%	8	8%	0%	-1%	1%	-9%
CCN(CC)C(=O)N1CCn2c(nc3ccccc32)C1	-8%	1%	11%	15%	-11%	20	-1%	2%	-2%	-1%	-5%
COc1ccc(NC(=O)c2cncn2-c2ccccc2)cc1	-6%	-3%	2%	12%	1%	-1	-3%	25%	3%	23%	?
CCCNC(=O)NCCc1ccncc1	8%	8%	-5%	5%	-11%	-5	-6%	-10%	0%	1%	0%
CSc1ccccc1OCc1cc(C(=O)N2CCC(c3ccncc3)CC2)no1	-17%	8%	7%	·	-38%	·	?	·	-25%	-8%	-20%
CCc1cccc2c(C(=O)CSc3nnc(-c4ccoc4C)n3C)c[nH]c12	-1%	9%	5%	-5%	42%	4	-9%	10%	-5%	-3%	-10%
O=C1c2oc3ccccc3c(=O)c2C(c2cccc(F)c2)N1CCCO (centres undefined)	0%	2%	0%	3%	0%[10 µM]	5	3%	-41%	1%	3%	2%
O=C(Oc1ccc2c(c1)OCO2)c1ccc(F)cc1Cl	2.7µM*	-1%	?	-6%	-18%	18	1%	0%	4%	6%	?
COc1ccc(C(=O)C2CCN(CC(=O)Nc3ccccc3F)CC2)cc1	2%	·	-3%	·	4%	-23	-4%	-7%	-2%	-4%	0%
CCn1cnc2scc(-c3ccc(C)c(C)c3)c2c1=O	-3%	-32%	-3%	-8%	?	4	?	-9%	-8%	3%	-1%
